M. tuberculosis – growth inhibition of non-replicating M. tuberculosis (AID 488890); 320,000 tested, 0.39% active; Mycobacterium tuberculosis non-replicating, growth inhibition; higher % means a stronger effect; inhibition, % at 25 µM; hits with a dose series show IC50 in µM; in the data active = a potency from the dose series; inconclusive = inhibition mostly from about 82% at the one dose, without a potency; inactive = the rest, 99 in 100 with inhibition below about 76%;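 also: plate controls were DMSO cells for no effect and high antibiotic wells for full effect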
M. tuberculosis HTS – M. tuberculosis growth inhibition, HTS (AID 449762) | inhibition, % at 25 µM, or IC50 in µM where a hit was titrated | M. tuberculosis H37Rv growth inhibition, 7H9 media; higher % means a stronger effect | 330,000 tested, 0.59% active; in the data active = a potency from the dose series; inconclusive = inhibition above about 70% without an active follow-up result;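 also: bacterial growth assessed after seven days of incubation; strong numbers were not always called active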
influenza NS1A – H1N1 influenza NS1A inhibitors, functional cell based assay (AID 504329); 340,000 tested, 0.3% active; one-dose inhibition, % at 12.5 µM; IC50 in µM for titrated hits; NS1A functional cell-based assay, percent inhibition; higher % means a stronger effect; in the data active = a potency from the dose series; inconclusive = inhibition above about 27% without an active follow-up result; also: strong numbers were not always called active
Salmonella PhoP GFP – Inhibition of PhoP regulon, Salmonella typhi GFP reporter cells, confirmation, 4 h (AID 1850) | Salmonella Typhi PhoP-promoter GFP reporter, fluorescence, 4 h; higher % means a stronger effect | inhibition, % at 50 µM; hits with a dose series show IC50 in µM | 310,000 tested, 0.33% active; in the data active = a potency from the dose series; inconclusive = inhibition mostly from about 25% at the one dose, without a potency; inactive = the rest, 99 in 100 with inhibition below about 19%;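 also: 0% = induced wells with vehicle and 100% = uninduced wells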
inhibitors of VEEV – inhibitors of VEEV TC-83 cytopathic effect, confirmation, Vero cells (AID 588727); Vero cells, VEEV TC-83 cytopathic effect inhibition; higher % means a stronger effect; one-dose inhibition, % at 20 µM; IC50 in µM for titrated hits; 350,000 tested, 0.13% active; in the data active = a potency from the dose series; inconclusive = inhibition mostly from about 14% at the one dose, without a potency; inactive = the rest, 99 in 100 with inhibition below about 12%; also: strong numbers were not always called active
inhibitors of VEEV 10K pilot screen – recorded beside inhibitors of VEEV, whose call it bears; inhibition, %; measured here: 10K pilot screen inhibition
Active calls of the source: *; i = inactive; u = inconclusive; x = not tested or not shown; & = joins results of further samples.

SMILES	M. tuberculosis	M. tuberculosis HTS	influenza NS1A	Salmonella PhoP GFP	inhibitors of VEEV	others
Cc1ccc(S(=O)(=O)N2CCCCC2)cc1NC(=O)CSc1nncn1-c1ccccc1	20%	5%	-17%	-3%	i
CC(C)(C)OC(=O)NCCCCCNC(=O)c1[nH]cnc1C(=O)Nc1ccon1	2%	-6%	-4%	x	6.1%
CC(C)O/N=C1\C(=O)N(c2ccccc2)c2ccccc21	21%	4%	4%	-14%	1.5%
CCOC(=O)C1CCCN(C(=O)c2sc3nc(-c4ccc(F)cc4)cn3c2C)C1 (stereo not given)	25%	-25%	-3%	-1%	3.7%
CCOC(=O)Cc1csc(NC(=O)c2sc3nc4cc(C)ccc4cc3c2N)n1	7%	32%	-3%	-22%	1.8%
CC(CN1CCOCC1)OC(=O)C(C)(c1ccccc1)c1ccccc1 (stereo not given)	-29%	1%	15%	-4%	i
O=C(NCC1CCCO1)c1ccc(NC(=O)c2ccc(Br)cc2)cc1 (stereo not given)	-11%	-4%	x	9%	0.1%
O=S(=O)(Nc1cccc(S(=O)(=O)N2CCCCC2)c1)c1ccccc1F	16%	-2%	-2%	x	i
COc1cc(-c2nnc(CSc3nnc(N)s3)o2)cc(OC)c1OC	-10%	-1%	2%	-1%	5.8%
CC(=O)N(CCCNC(=O)c1ccccc1)C(=O)c1ccccc1	-9%	-4%	2%	8%	i
CCOC(=O)Nc1ccc2c(c1)N(C(=O)CN(CC)CC)c1ccccc1C=C2	8%	-2%	-7%	-3%&1%	0.3%
COc1ccc(CCNC(=O)CS(=O)Cc2nc(-c3cccs3)oc2C)cc1OC (stereo not given)	23%	-8%	-6%	10%	i
CCOc1ccc(-n2c(SCC)nc3c(c2=O)SCC3)cc1	-5%	-5%	6%	-15%	2.6%
Cc1cc(=O)[nH]c(SCC(N)=O)c1C#N	-3%	1%	-2%	4%	0.4%
CC(=O)N1c2ccccc2N(Cc2ccc(C)cc2C)C(=O)C1(C)C	x	-3%	-2%	-11%	5.5%
Cc1sc(NC(=O)Cn2nc(C(F)(F)F)cc2C)c(C(=O)OC(C)C)c1C	-6%	-1%	-15%	5%	0.8%
CC1(C)NC(=O)N(CCOCCSc2ccccc2)C1=O	3%	-7%	3%	8%	i
COc1ccccc1OCCC(=O)OCC(=O)Nc1ccc2c(c1)OCO2	30%	-2%	3%	x	i
CC(=O)c1ccc(NC(=O)CN2C(=O)NC3(CCc4ccccc43)C2=O)cc1 (stereo not given)	24%	37%	-9%	x	2.8%
Cc1ccc(NC(=O)CCNC(=O)c2ccco2)cc1Cl	-10%	u	-1%	3%	0.8%
CCOc1ccc(C(=O)NCCC2=CCCCC2)cc1OCC	1%	9%	5%	8%	i
COC(=O)/C=C/c1cccc([C@H]2[C@@H]3C=CC[C@@H](C)[C@@H]3C(=O)N2Cc2ccccc2)c1	x	x	-29%	x	0.7%
Cc1c(N(C)C(=O)C2CCCN2S(=O)(=O)c2ccccc2)c(=O)n(-c2ccccc2)n1C (stereo not given)	2%	5%	1%	-7%	0.1%
Cc1ccc2cccc(OCC(=O)N3CCc4ccccc43)c2n1	-11%	-5%	-4%	-3%	1.6%
CCCCn1c(SCC(=O)N(CC)C2CCS(=O)(=O)C2)nnc1C(CC)N(C)C (stereo not given)	-10%	-3%	-4%	6%	0.9%
COc1ccc(N2CCN(c3ncnc4scc(-c5ccccc5)c34)CC2)cc1	36%	6%	8%	5%	3.1%
Cc1noc(C)c1COC(=O)c1ccc(S(=O)(=O)NCc2ccco2)cc1	6%	0%	1%	-3%	5.6%
Cc1cc(C)nc(Nc2ccccc2Cl)n1	9%	3%	-4%	-2%	1.1%
CCOc1ccc(NC(=O)CN(C)C(=O)c2sc3ccccc3c2Cl)cc1OCC	-1%	7%	2%	6%	11%
COc1ccc(O)c(CN2CCC(n3nccc3NC(=O)CCOc3ccccc3)CC2)c1	28%	9%	7%	-6%	1.1%
O=C(NCc1cccc(C(F)(F)F)c1)c1cccc(S(=O)(=O)N2CCN(Cc3ccccc3)CC2)c1	24%	-17%	20%	-2%	4.5%
COCC(COS(N)(=O)=O)Cc1ccccc1 (stereo not given)	-9%	-4%	5%	-3%	0.1%
O=C(Nc1ccc(O)cc1C(=O)O)c1ccc2c(c1)C(=O)N(Cc1ccco1)C2=O	0%	3%	10%	0%	0.4%
COc1ccccc1C1NC(=O)CCC1[N+](=O)[O-] (stereo not given)	x	8%	-1%	8%	1.1%
Cc1ccc(OCC(O)Cn2c3ccccc3c3ccccc32)cc1 (stereo not given)	40%	49%	1%	-6%	1.8%
COc1ccc(C2OC[C@H]3O[C@H](O)[C@H](NC(C)=O)[C@@H](O)[C@@H]3O2)cc1 (stereo not given in full)	x	x	-3%	x	1.8%
O=C(Nc1cccc2ncccc12)c1ccc2c(c1)OCCO2	-2%	-2%	-16%	-3%	4.8%
COc1ccc(S(=O)(=O)NCCOc2ccccc2)cc1F	24%	5%	26%	3%	0.5%
Cc1ccc(CN2CCC(n3nccc3NC(=O)CCOc3ccccc3)CC2)o1	-4%	1%	-3%	0%	0.3%
Cc1ccc(S(=O)(=O)NCC(=O)NCC(=O)OCC(=O)N2CC(=O)Nc3ccccc32)cc1C	-9%	-2%	-14%	7%	0.7%
CC1(C)CC(=O)c2sc(N)nc2C1	-2%	1%	-1%	6%	2.3%
NC(=O)NC(=O)COC(=O)c1cccnc1Nc1ccccc1F	6%	4%	-8%	-2%	1.8%
Cc1ccc(C)c(C(=O)OCC(=O)Nc2cccc(S(=O)(=O)N3CCCCC3)c2)c1	9%	-6%	-23%	x	2.9%
CC(C)=C1CCC(C)CC1=NNC(N)=S (stereo not given)	x	x	-2%	x	i
CC(C)(C)c1ccc(S(=O)(=O)N2CCN(C(=O)C3=COCCO3)CC2)cc1	7%	-6%	0%	x	i
N=c1n(Cc2ccc(Cl)cc2)c2ccccc2n1CC(O)c1ccco1 (stereo not given)	41%	-2%	19%	13%	i
O=C(CSc1cccc2cccc(Cl)c12)NC1=NCCS1	49%	-17%	-10%	-8%	8.0%
COc1ccc(C(C(=O)NC2CCCCC2)N(C(=O)Cc2c[nH]c3ccccc23)c2ccccc2)cc1OC (stereo not given)	18%	-3%	5%	-8%	4.9%

Fetched by compound from above, 2 records:
SMILES	M. tuberculosis	M. tuberculosis HTS	influenza NS1A	Salmonella PhoP GFP	inhibitors of VEEV	others
CC(C)(C)c1ccc(S(=O)(=O)N2CCN(C(=O)C3=COCCO3)CC2)cc1	7%	-6%	0%	x	i
NC(=O)NC(=O)COC(=O)c1cccnc1Nc1ccccc1F	6%	4%	-8%	-2%	1.8%

Following part:
SMILES	M. tuberculosis	M. tuberculosis HTS	influenza NS1A	Salmonella PhoP GFP	inhibitors of VEEV	others
CC(=O)N1CCN(S(=O)(=O)c2cccc(C(=O)NC3CC3)c2)CC1	23%	4%	3%	x	i
COCCn1cnc2c1c(=O)n(CC(=O)NN)c(=O)n2Cc1ccccc1	1%	-4%	-5%	0%	0.6%
Cc1cccc(N(C(=O)CNC(=O)c2ccco2)C(C(=O)NC2CCCC2)c2ccncc2)c1 (stereo not given)	13%	13%	-9%	-2%	0.5%
O=C(COc1ccccc1)Nc1ccc(S(=O)(=O)Nc2ccccn2)cc1	7%	3%	-11%	-21%	1.5%
CC(C)CC(=O)Nc1cccc(NC(=O)c2ccccc2Cl)c1	-19%	0%	-3%	-4%	0.4%
Cc1ccnc(NC(=O)CN2C(=O)c3ccccc3C2=O)c1	-9%	-2%	-4%	3%	0.5%
CC(c1ccccc1)N1C(=O)c2ccccc2C1O (stereo not given)	36%	-1%	1%	9%	i	inhibitors of VEEV 10K pilot screen=0.3
CC(C)c1cc(=O)n2[nH]c(N)nc2n1	0%	4%	-2%	5%	0.8%	inhibitors of VEEV 10K pilot screen=0.5
COc1ccc(CNC(=O)CS(=O)(=O)Cc2nc(-c3cccc(OC)c3)oc2C)cc1	0%	2%	4%	4%	0.3%
C=CC[n+]1c(-c2ccc(Cl)cc2Cl)csc1Nc1ccc(NC(C)=O)cc1	36%	u	23%	7%	9.4%
CC(=O)c1ccc(N2Cc3ccccc3/C2=N\C(=O)Nc2ccc(Cl)cc2)cc1	-2%	3%	-5%	8%	0.0%
Cc1c(CNC2CCCC2)c(C(=O)O)c(C)n1Cc1ccccc1	-5%	-7%	-1%	8%	0.2%

Arranged by SMILES length (smallest number first): some entries from above
SMILES	M. tuberculosis	M. tuberculosis HTS	influenza NS1A	Salmonella PhoP GFP	inhibitors of VEEV	others
CC(CN1CCOCC1)OC(=O)C(C)(c1ccccc1)c1ccccc1 (stereo not given)	-29%	1%	15%	-4%	i
O=C(COc1ccccc1)Nc1ccc(S(=O)(=O)Nc2ccccn2)cc1	7%	3%	-11%	-21%	1.5%
COc1ccc(N2CCN(c3ncnc4scc(-c5ccccc5)c34)CC2)cc1	36%	6%	8%	5%	3.1%
CCOC(=O)Nc1ccc2c(c1)N(C(=O)CN(CC)CC)c1ccccc1C=C2	8%	-2%	-7%	-3%&1%	0.3%
CCCCn1c(SCC(=O)N(CC)C2CCS(=O)(=O)C2)nnc1C(CC)N(C)C (stereo not given)	-10%	-3%	-4%	6%	0.9%
COc1ccc(CNC(=O)CS(=O)(=O)Cc2nc(-c3cccc(OC)c3)oc2C)cc1	0%	2%	4%	4%	0.3%
O=C(NCc1cccc(C(F)(F)F)c1)c1cccc(S(=O)(=O)N2CCN(Cc3ccccc3)CC2)c1	24%	-17%	20%	-2%	4.5%

Carrying on:
SMILES	M. tuberculosis	M. tuberculosis HTS	influenza NS1A	Salmonella PhoP GFP	inhibitors of VEEV	others
Nc1c(C(=O)N2CCOCC2)sc2nc(N3CCOCC3)c3c(c12)CCCC3	67%	11%	-17%	-13%	3.3%
COc1cc(C(=O)NCC(=O)NCCN2C(=O)S/C(=C\c3ccccc3Cl)C2=O)cc(OC)c1OC	17%	8%	-2%	2%	9.3%
COc1ccc(C2=NC(CO)(CO)CO2)cc1	-1%	-7%	3%	-9%	1.3%
CCS(=O)(=O)N1N=C(c2ccc(NS(C)(=O)=O)cc2)CC1c1ccccc1 (stereo not given)	-5%	2%	16%	-8%	1.9%
COc1ccc(OCc2cc(C(=O)N(C)C3CCOC3)no2)c(Cl)c1 (stereo not given)	13%	5%	0%	-10%	3.6%
CN(CC(=O)Nc1ccccc1Cl)C(=O)COC(=O)c1ccc([N+](=O)[O-])cc1Cl	7%	46%	-3%	-1%	1.4%
Cn1cccc1/C=C1/SC(=S)N(CC(=O)O)C1=O	5%	-6%	2%	-5%	1.1%
CN(C)S(=O)(=O)c1ccc(S(=O)(=O)NCc2cccs2)cc1	-4%	8%	-7%	4%	i
COc1ccccc1-n1cnnc1SCC(=O)c1ccc[nH]1	1%	5%	2%	0%	2.5%
Cc1nn(-c2ccc(F)cc2)c(Cl)c1/C=C(\CCC(=O)O)c1nc2ccccc2s1	20%	10%	4%	-3%	3.1%
O=c1oc(-c2cccc([N+](=O)[O-])c2)nc2ccccc12	68%	10%	4%	-3%	0.3%
CCOC(=O)C1CCCn2c1nc1sc3c(c1c2=O)CCCC3 (stereo not given)	20%	-8%	1%	0%	i
CCn1cc(C(=O)NCC2CCCO2)c(=O)c2cc(S(=O)(=O)N(C)C3CCCCC3)ccc21 (stereo not given)	16%	-6%	-3%	5%	7.7%
Cc1c(Cl)cccc1NC(=O)CCCn1nc([N+](=O)[O-])cc1C	-10%	3%	1%	0%	0.2%
O=C1O[C@H]([C@@H](O)CO)C(O)=C1O	-5%	0%	-3%	-7%	0.1%
CCOC(=O)C1CCN(Cc2nnc(-c3cccc(Br)c3)o2)CC1	u	u	-5%	-5%	0.1%
CC1=C(C(=O)OC(C)C)C(c2coc3ccccc3c2=O)C2=C(CCCC2=O)N1 (stereo not given)	x	-4%	-4%	20%	1.0%
CCCn1c(C(Cc2ccccc2)NC(=O)COC)nc2ccccc21 (stereo not given)	11%	2%	4%	-5%	1.4%
CCCn1c(N/N=C(C)\C=C\c2ccccc2)nc2c1c(=O)[nH]c(=O)n2C	31%	34%	x	-2%	x
O=C(Nc1ccc(F)cc1)c1cc(S(=O)(=O)N2CCOCC2)cs1	-2%	-2%	-7%	-7%	4.3%
O=S(=O)(NC1CC1)c1ccc(S(=O)(=O)N(Cc2ccccn2)C2CC2)cc1	2%	2%	8%	-4%	i
COCC(=O)Nc1cc(Cl)ccc1C	2%	-3%	-4%	2%	1.0%
Cn1cc(S(=O)(=O)N2CCCC(C(=O)O)C2)cn1 (stereo not given)	2%	2%	2%	7%	0.7%
O=c1[nH]c2ccc(NC(=S)Nc3ccc(F)cc3)cc2[nH]1	22%	4%	1%	6%	0.2%
CC(=O)Nc1ccc(NC(=O)c2cc(S(=O)(=O)N3CCCCC3)ccc2N2CCOCC2)cc1	x	x	-9%	x	i
